# PDI inh – inhibitors of human PDI, primary screen, biochemical, turbidity, single point, plate reader. Protein disulfide-isomerase (Homo sapiens), P07237. PDI insulin aggregation turbidity, A650, 90 min. inhibition, % at 10 µM. 350,000 tested, 0.052% active. AID 588391, 2011;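 active = mean inhibition across replicates of 30% or more, whatever share of single replicates reach that level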;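 note: absorbance from insulin aggregation driven by PDI reduction with DTT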
# Target sequence (P07237 whole entry, looked up): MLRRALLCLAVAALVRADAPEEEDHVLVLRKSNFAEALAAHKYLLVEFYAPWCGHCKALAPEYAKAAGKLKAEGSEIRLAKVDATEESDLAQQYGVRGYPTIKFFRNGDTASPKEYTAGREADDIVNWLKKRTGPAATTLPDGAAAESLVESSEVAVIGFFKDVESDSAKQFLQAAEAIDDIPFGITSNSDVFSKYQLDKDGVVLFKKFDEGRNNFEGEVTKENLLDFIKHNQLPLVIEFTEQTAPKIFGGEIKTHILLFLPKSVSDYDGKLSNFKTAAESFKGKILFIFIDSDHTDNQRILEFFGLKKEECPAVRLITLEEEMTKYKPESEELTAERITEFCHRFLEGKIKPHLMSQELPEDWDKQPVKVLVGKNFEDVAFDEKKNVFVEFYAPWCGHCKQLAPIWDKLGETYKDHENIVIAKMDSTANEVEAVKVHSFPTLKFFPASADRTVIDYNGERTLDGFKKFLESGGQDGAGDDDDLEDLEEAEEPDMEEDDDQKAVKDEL
# HTR2A ag – mouse Htr2a agonists via beta-arrestin recruitment, primary screen, cell-based, luminescence; activation, % at 7.6 µM; CHO-K1 mHTR2A beta-arrestin complementation; percent of 30 µM serotonin response; 5-hydroxytryptamine receptor 2A (Mus musculus), P35363; 360,000 tested, 0.66% active; AID 624169, 2012;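 active = activation above a run cutoff, the mean activation of all tested compounds plus 3 SD, cut at about 14% in these data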;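 note: 0% = plate median of compound wells and 100% = 30 µM serotonin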
# Target sequence (P35363 whole entry, looked up): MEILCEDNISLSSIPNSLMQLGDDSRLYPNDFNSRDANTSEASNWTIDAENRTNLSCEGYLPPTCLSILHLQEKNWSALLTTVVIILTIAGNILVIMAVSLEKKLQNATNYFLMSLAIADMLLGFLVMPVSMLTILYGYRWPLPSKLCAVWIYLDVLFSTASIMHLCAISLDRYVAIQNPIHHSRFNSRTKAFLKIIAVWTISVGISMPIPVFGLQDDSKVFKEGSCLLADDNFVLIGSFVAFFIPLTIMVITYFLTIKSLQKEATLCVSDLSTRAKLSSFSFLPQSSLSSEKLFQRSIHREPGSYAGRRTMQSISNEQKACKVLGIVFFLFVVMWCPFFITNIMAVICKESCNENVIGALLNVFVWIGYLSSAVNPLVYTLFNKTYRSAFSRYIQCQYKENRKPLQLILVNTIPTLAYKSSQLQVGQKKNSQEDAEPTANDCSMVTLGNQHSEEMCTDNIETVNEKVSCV
# Cardio protect – cardioprotection against H2O2-induced cell death, primary screen, uHTS, H9c2 cells, ATPLite luminescence | H9c2 cardiomyocytes, H2O2 injury protection, 2 h | 360,000 tested, 0.63% active | protection from H2O2 cell death, % at 20 µM;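 active = compounds giving at least 50% protection of heart cells from peroxide-induced death in the single-dose screen, raw or plate-pattern-corrected value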;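 note: 0% = DMSO wells with peroxide and 100% = DMSO wells without peroxide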
# hiPSC survival – enhancers of single-cell hiPSC survival, primary screen, ATPlite luminescence. 100% = ROCK inhibitor wells, 0% = DMSO. survival enhancement, % at 20 µM. 360,000 tested, 0.044% active. AID 602274, 2012; in the data active = survival enhancement above about 18%;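 note: cells exposed to compounds for 16 hours before the ATP read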
# CaV13 ICDI inh – Primary screen for inhibitors of IQ motif and Ca2+-dependent inactivation inhibitor domain binding in CACNA1D, Förster resonance energy transfer in living cells, … | HEK cells, CFP/YFP FRET ICDI-IQ, plate reader, 10 min; percent FRET-ratio fall versus neutral wells | inhibition, % at 12.3 µM | 340,000 tested, 0.098% active;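 active = mean replicate inhibition of at least 30% and at least 1% of replicates passing that level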;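 note: 0% = median of the neutral control wells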
# Vif imaging – HIV Vif self-association inhibitors, primary screen, imaging, HEK293T, single point; AID 602346, 2012; HEK293T cells, Vif self-association by quenched fluorescence, 24 h; inhibition, % at 7.49 µM; 340,000 tested, 0.35% active; in the data active = inhibition above about 50%, passing the limit was not always enough; note: some results filed as inactive read as strong as hits
# ABCB6 inh 2 – ABCB6 transporter inhibitors, primary screen, K562-ABCB6 cells, flow cytometry, MLPCN library; AID 602162, 2011; 360,000 tested, 0.19% active; K562-ABCB6 porphyrin accumulation, 1 h; stronger effect = lower value; fluorescence ratio to DMSO, % at 10 µM;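 active = fluorescence ratio to DMSO below 75%, the collection mean minus 3 SD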;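 note: signal is porphyrin accumulated inside mitochondria; 100% equals median channel fluorescence of DMSO control wells; lower ratio means ABCB6 inhibition with less porphyrin fluorescence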
# Exocytosis inh – LAMP-1 surface exposure blockers, TALL-104 cells – cell-based, flow cytometry, MLPCN library, primary screen | AID 651702, 2012 | TALL-104 LAMP-1 surface exposure; cells stimulated with thapsigargin and PMA | 360,000 tested, 0.66% active | inhibition, % at 10 µM;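 active = inhibition above about 55%, limit read from the data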
# aDG glyco up – activators of alpha-DG glycosylation, primary screen, uHTS, Pro5-aDG cells, AlphaScreen | alpha-DG glycosylation AlphaScreen (IIH6); 0% Pro5, 100% B10-LARGE cell signal | activation, % at 10 µM | 360,000 tested, 0.22% active;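 active = activation of at least 8% versus controls, or a plate z-score of at least 8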;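 note: Pro5 are CHO cells carrying HIG-tagged alpha-DG that lacks glycosylation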
# Glyco luc inh – increase of ERlucT glycosylation luciferase signal, primary screen, N-linked glycosylation inhibitor project, D54 ERlucT cells, luminescence, set 2 | 360,000 tested, 0.23% active | D54 ERlucT glycosylation luciferase reporter, 24 h; percent of 100 nM tunicamycin response | AID 588692, 2011 | reporter increase, % at 12.5 µM;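 active = mean luciferase reporter signal, scaled so untreated is 0 and the glycosylation-blocking control 100, at or above a set limit in every replicate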;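 note: luciferase carries N-glycosylation sites so blocking glycosylation raises the light; 0% = median of neutral control wells and 100% = median of 100 nM tunicamycin wells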
# * marks the source's active call; other numbers are inactive results; / = no result given.
# Order of values – PDI inh	Exocytosis inh	CaV13 ICDI inh	Cardio protect	aDG glyco up	Glyco luc inh	ABCB6 inh 2	Vif imaging	HTR2A ag	hiPSC survival
Cc1nc2c(nnn2Cc2ccccc2)c(=O)[nH]1
    -3	2	7	0	-0.4	0	97	9	-2	-1.7
CCOC(=O)c1[nH]c(C)c(/C(C)=N\O)c1C
    -3	4	-1	2	-0.2	-1	98	-3	-4	-0.6
O=C(c1ccco1)N1CCN(C(c2ccccc2)c2nnnn2C2CCCC2)CC1 (centres undefined)
    -2	-2	-2	9	0.2	-1	88	8	-1	4.0
Cc1nnc(NC(=O)C(C)Sc2nnc(CNC(=O)c3ccccc3F)n2C)s1 (centres undefined)
    -2	-6	-15	-2	0.2	2	101	8	6	0.1
COc1ccc(CCN(C(=O)C(F)(F)F)C(C(=O)NC2CCCC2)c2cccs2)cc1 (centres undefined)
    8	1	/	-4	0.1	-10	95	0	-5	-0.2
NC(=O)c1ccc(NC(=O)CN2C(=O)NC(c3ccccc3)(c3ccccc3)C2=O)cc1
    -16	-1	-5	4	0.0	24	98	9	2	0.6
NC(=O)C(c1ccc(Cl)cc1Cl)c1ncc(C(F)(F)F)cc1Cl (centres undefined)
    3	-1	-9	-2	0.2	0	94	9	-2	1.8
COc1ccc(OC)c(/C=N/NC(=O)CC(=O)NCc2ccccc2)c1
    -3	0	-4	1	-0.1	-1	97	7	2	0.3
CCc1ccc(C2NC(=S)NC3=C2C(=O)CC(C)(C)C3)cc1 (centres undefined)
    10	-4	-2	6	0.1	3	97	0	-2	2.2
O=C(Nc1cccc(C(F)(F)F)c1)N1CCN(C(=O)Nc2cccc(C(F)(F)F)c2)CC1
    -1	-1	-6	-8	0.0	2	103	-1	4	-0.1
CC(=O)c1ccc(OCCCC(=O)Nc2ccc(C)c(S(=O)(=O)N3CCOCC3)c2)cc1
    -4	2	-2	-5	0.1	1	89	-27	4	0.0
Cc1ccc(S(=O)(=O)CCC(=O)OCC(=O)NNC(=O)c2ccc([N+](=O)[O-])cc2)cc1
    1	0	-2	9	-0.1	-1	101	-3	5	0.6
Cc1c(C(C)(C)C)sc(=NC(=O)c2ccccc2O)n1C
    -1	14	-3	-10	0.7	-14	88	-28	3	0.0
O=C(Cc1c(F)cccc1Cl)N1CCN(S(=O)(=O)c2cccc(F)c2)CC1
    -5	3	-1	10	0.1	-3	101	-3	14*	-0.4
O=C1C=Cc2ccccc2/C1=C/c1[nH]c(=O)[nH]c1O
    3	4	-21	-3	0.0	3	105	/	-7	1.4
C(=Cc1cnnc2ccccc12)c1ccccc1
    -5	-12	-6	7	0.3	-5	101	11	4	2.8
COc1ccc(/C=C2\C(=O)N(Cc3ccc(F)cc3)CC(=O)N2Cc2ccccc2)cc1
    5	-3	/	-5	-0.4	-2	100	1	-2	0.9
CC(=O)Nc1ccc(Sc2ccccc2C(=O)N2CCCC2)cn1
    -1	-2	-5	-5	-0.1	-3	102	-1	1	-2.2
Cc1cc(C)c2oc(-c3cccc(NC(=O)c4ccc(F)cc4)c3)nc2c1
    11	4	-6	-26	-0.1	-1	89	24	-2	-0.9
S=c1[nH]nc(-c2cc(-c3ccco3)[nH]n2)n1-c1ccccc1Cl
    -1	0	-5	0	-0.2	4	99	6	-1	1.0
NC(=O)C1CCN(C2CC(=O)N(Cc3cccs3)C2=O)CC1 (centres undefined)
    1	3	-8	0	-0.2	3	104	/	-2	-1.3
CCOC(=O)C1CCN(C(=O)c2cc3cc4ccc(C)cc4nc3o2)CC1
    -4	-1	-7	15	-0.1	-6	95	12	-5	-0.1
CC(C)NC(=O)Nc1ccc2c(c1)C(=O)N([C@H](C)CO)C[C@H](C)[C@@H](CN(C)C(=O)NC(C)C)O2
    18	25	-7	0	0.3	2	99	-5	3	-0.8
COc1ccc(CCN(C)C(=O)c2ccc(S(=O)(=O)NCc3ccco3)cc2)cc1OC
    23	-2	-15	-1	0.3	1	102	-8	3	-0.5
C/C(=N\NC(=O)c1ccc([N+](=O)[O-])cc1)c1cc2ccccc2oc1=O
    18	-2	-4	27	0.2	5	89	0	-2	0.3
O=C(CSc1nnnn1-c1ccc(F)cc1)Nc1ccc(N2CCOCC2)c(Cl)c1
    -6	-2	-7	-5	-0.7	0	97	-5	-1	-1.6
CCOc1cccc(-c2nnc(SCC(=O)Nc3cc(OC)cc(OC)c3)n2N)c1
    3	1	-5	9	0.0	1	99	-6	1	-0.8
Cc1nn(CC(O)COc2ccc3c(c2)CCC3)c(C)c1C (centres undefined)
    -6	0	-1	-6	-0.2	3	90	7	-3	-3.7
Cc1ccc(-c2cc(C(=O)Nc3c(C#N)cnn3C)no2)cc1
    21	7	-8	-14	-0.2	3	99	0	-1	-2.4
CN(Cc1ccccc1)Cc1nc2c([nH]1)c(=O)[nH]c(=O)n2C
    -1	3	/	5	0.2	0	96	-2	-1	1.2
COc1ncnc2c1ncn2CCCN1CCN(C(=O)C2CC2)CC1
    -7	-2	-3	11	0.1	4	95	-4	-5	4.4
CC(C)(C)[C@H]1C=C(C(=O)N2CCN(Cc3ccccc3)CC2)O[C@@H](OCCCCO)C1
    6	-4	-8	8	0.2	0	97	0	4	-1.0
CCn1nc(C)c(NC(=O)/C=C/c2ccc(OC)c(COc3ccc(Cl)cc3Br)c2)c1C
    -2	-6	-5	-12	1.1	-5	87	-10	-2	0.5
C=CCOc1ccc(C2/C(=C(\O)c3ccc4c(c3)CC(C)O4)C(=O)C(=O)N2CCN2CCOCC2)cc1OCC (centres undefined)
    1	-1	-3	1	1.8	-1	104	1	-14	0.0
Cc1c(N=C2NC(=O)C(CC(=O)Nc3ccc(Cl)cc3)S2)c(=O)n(-c2ccccc2)n1C (centres undefined)
    -4	-3	-5	3	-0.1	-1	97	-11	-2	3.4
Cc1ccc(S(=O)(=O)N2CC(C)N(S(C)(=O)=O)C2)cc1 (centres undefined)
    -33	4	-1	8	-0.2	1	96	23	12	-0.2
CN(C(=O)c1ccncc1)C1CCS(=O)(=O)C1 (centres undefined)
    -2	-1	-7	1	-0.1	0	103	2	1	-0.2
Cc1cc(C)cc(N(C(=O)c2cc3ccccc3oc2=O)C2C=CS(=O)(=O)C2)c1 (centres undefined)
    2	-11	-6	16	0.3	-4	98	1	4	2.2
Cc1cc(Br)ccc1OCCn1ccnc1
    6	3	-5	0	-0.1	2	98	8	-4	1.2
COc1cc2nc(N(CCN(C)C)C(=O)c3ccc4ccccc4c3)sc2cc1OC
    14	1	/	1	-0.3	-2	99	-8	-8	2.5
O=C(c1ccc(Cl)c(S(=O)(=O)NCc2ccco2)c1)N1CCN(c2ccc(F)cc2)CC1
    -2	-1	/	13	0.9	0	108	-15	2	5.5
COc1cccc(/C=C/C(=O)OCC(=O)Nc2cccc(S(=O)(=O)N3CCOCC3)c2)c1OC
    -6	-3	-2	8	-0.2	-1	96	9	-4	-0.2
COc1cccc(C(=O)NCCSCc2c(F)cccc2Cl)c1
    21	6	-3	2	0.0	1	98	-3	10	-0.7
O=C(CSc1nnc(CNc2ccc(F)cc2)o1)c1ccccc1
    -1	-15	-3	1	0.0	1	100	62*	-4	2.0
CCOc1ccccc1NC(=O)CCC(=O)Nc1ccccc1OCC
    -4	-2	-3	6	-0.1	3	100	/	-2	0.8
Cc1ccccc1NC(=O)CN1C(=O)S/C(=C\c2cccn2-c2cccc(C(=O)O)c2)C1=O
    -7	13	/	4	-0.2	-2	94	-2	0	0.0
CC(C)(CC(=O)c1ccccc1)CC(=O)c1ccccc1
    2	-11	-5	-3	0.0	-1	179	-8	-3	-2.0
Cc1ccccc1CN1CCN(CC2CC2)CC1CCO (centres undefined)
    0	-1	-4	-2	-0.1	-2	100	-5	5	0.1
COc1ccc(CCNC(=O)c2ccc3nc(-c4ccco4)c(-c4ccco4)nc3c2)cc1OC
    4	4	/	25	-0.1	-4	89	-7	-2	-0.2
CC(C)(C)C(=O)Nc1cc2nn(-c3ccccc3)nc2cc1Cl
    -6	2	-6	-40	0.3	-17	105	6	-3	-7.9

# (list continues)
# Order of values – PDI inh	Exocytosis inh	CaV13 ICDI inh	Cardio protect	aDG glyco up	Glyco luc inh	ABCB6 inh 2	Vif imaging	HTR2A ag	hiPSC survival
O=C(O)c1cccc(S(=O)(=O)N2CCN(c3ccccn3)CC2)c1
    -10	1	23	4	-0.1	-1	101	-7	3	0.5
COc1cc(Cl)c(C)cc1NC(=O)CN1CCN(C(=O)c2cccs2)CC1
    -3	-6	-5	0	0.4	2	96	17	0	-0.6
CCc1nnc(N2C(=O)c3cccc4cccc(c34)C2=O)s1
    -5	0	-1	21	-0.1	-1	98	-1	5	-4.0
O=C(O)/C=C/C(=O)NNC(=O)c1ccccc1Br
    -14	0	-7	0	0.0	1	105	-1	0	2.5
CCN(CCC(=O)Nc1cc(OC)cc(OC)c1)Cc1ccccc1
    3	2	-3	8	0.3	-2	118	-2	-4	0.2
O=C(O)[C@H]1CCCC[C@H]1C(=O)Nc1cc([N+](=O)[O-])ccc1F
    0	0	-2	2	-0.1	-9	100	-1	-4	0.5
CCC(C)NC(=O)c1ccccc1NC(=O)C1COc2ccccc2O1 (centres undefined)
    5	-13	-6	13	0.2	-1	99	-6	-4	3.2
Cc1cccc(NC(=S)NC(=O)CCc2ccccc2)c1
    12	0	/	-7	0.4	0	103	4	0	4.4
COc1ccc(NC(=O)Cn2c(=O)n(CC3CCCO3)c(=O)c3cc(OC)c(OC)cc32)c(OC)c1 (centres undefined)
    1	2	-5	-2	0.1	0	91	/	-6	1.0
Cc1ccc(N2C(=O)CSC23C(=O)Nc2ccccc23)cc1 (centres undefined)
    1	-3	-4	-9	0.0	-3	102	-2	-1	0.8
COc1ccc(O)c(/C=N/NS(=O)(=O)c2ccc(C)cc2)c1
    0	-5	-18	2	-0.2	3	98	21	1	-0.1
CCC(C(=O)NC1CCCCC1)n1c(SCc2cccc(C)c2)nc2ccncc21 (centres undefined)
    /	0	-3	-25	-0.2	-3	106	-11	-8	-3.8
Cc1ccc(P(=O)(c2ccc(C)cc2)[C@@H](NC(c2ccccc2)c2ccccc2)c2ccccc2)cc1
    /	15	-6	/	-0.2	/	97	/	-9	-0.6
Cc1cccc(CCNc2nc3ccccc3n3nnnc23)c1
    2	1	-5	6	-0.1	-1	102	/	6	0.4
CC(C)CNS(=O)(=O)c1ccc(CCC(=O)N2CCCC2)cc1
    -3	0	-2	5	0.4	-1	98	-6	5	2.9

# No enrichment for hits, and some 3.1% of all compounds hit somewhere here.
